Compound activity deposited in PubChem BioAssay by National Center for Advancing Translational Sciences (NCATS).
Abeta yeast res – A-beta toxicity reversal in yeast; 410,000 tested, 0.063% active; yeast expressing A-beta42, growth rescue, OD600, 48 h; response scale: 0% DMSO, 100% iron-clioquinol control; Potency, µM (top dose mostly 46.1 µM), without a hit: at the top dose growth rescue, hits mostly activators; further: potency means the concentration at half of the fitted maximal effect; nearly all actives have a fitted effect of over 55% in size
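Yeast A-beta toxicity model in growth medium with pinned compounds, 48 h at 30 C; growth read as absorbance at 600 nm. Normalized to FeCl3/clioquinol equimolar mix (positive) and DMSO (negative).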
aSyn rescue – inhibitors of alpha-synuclein toxicity in yeast | Yeast expressing alpha-synuclein, growth rescue, BacTiter-Glo, 24 h | Potency, µM (series often up to 46.1 µM), for inactives: at the top dose growth rescue (activation), actives largely listed as activators | 370,000 tested, 0.14% active | AID 652106; further: potency means the concentration at half of the fitted maximal effect; % of control where 0% means no effect; nearly all actives have a fitted effect of over 65% in size
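Screening used galactose-induced yeast with toxic alpha-synuclein levels, exposed to compound for 24 hr at 30 deg C. Cell growth, read with BacTiter-Glo luminescence, gave the measured signal.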
PLK1 PBD block – inhibitors of human PLK1 polo-box domain binding. P53350. Plk1 PBD binding of FITC phosphopeptide, fluorescence polarization. Potency, µM, for inactives: max response, negative = inhibition, usual class: inhibitors. 360,000 tested, 2.8% active. AID 720504; further: potency means the concentration at half of the fitted maximal effect; series mostly up to about 57 µM; on the % scale 0 is the no-effect control and ±100 the full control effect; nearly all actives have a fitted effect of over 65% in size
Target sequence (P53350 whole entry, looked up, the tested form may be a part): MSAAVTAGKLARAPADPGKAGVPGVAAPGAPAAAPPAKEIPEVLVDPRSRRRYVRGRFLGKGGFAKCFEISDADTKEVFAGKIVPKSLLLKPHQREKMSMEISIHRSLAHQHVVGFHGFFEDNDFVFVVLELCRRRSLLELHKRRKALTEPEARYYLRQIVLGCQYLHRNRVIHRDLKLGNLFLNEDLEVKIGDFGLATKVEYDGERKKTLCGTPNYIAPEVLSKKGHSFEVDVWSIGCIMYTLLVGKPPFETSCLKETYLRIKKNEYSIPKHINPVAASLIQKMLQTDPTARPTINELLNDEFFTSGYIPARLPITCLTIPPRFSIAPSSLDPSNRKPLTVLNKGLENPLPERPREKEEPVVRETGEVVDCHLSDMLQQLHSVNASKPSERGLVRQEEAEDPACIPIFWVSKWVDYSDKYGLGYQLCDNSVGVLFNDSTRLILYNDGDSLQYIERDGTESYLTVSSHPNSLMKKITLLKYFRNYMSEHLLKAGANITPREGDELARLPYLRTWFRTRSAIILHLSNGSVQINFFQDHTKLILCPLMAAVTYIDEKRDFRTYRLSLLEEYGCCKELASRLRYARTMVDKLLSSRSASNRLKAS
FUS yeast rescue – FUS proteinopathy suppression in yeast; AID 1347120; Potency, µM (top dose mostly 76.6 µM), inactives show at the highest dose growth rescue (activation), actives largely listed as activators; 390,000 tested, 0.24% active; S. cerevisiae FUS-expressing, growth rescue, OD600, 24 h;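 further: potency means the concentration at half of the fitted maximal effect; plate controls were DMSO vehicle for no effect and reference control for full effect; nearly all actives have a fitted effect of over 55% in size; some results filed as inactive show a strong effect at the top dose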
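Galactose (2%) drives FUS expression in yeast precultured in raffinose; seeding density OD 0.005. Test compounds incubated 24hr at 30C and 99% humidity before absorbance at 600 nm was measured.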
EPAC1 antagonist – EPAC1 (human) antagonism; EPAC1 GEF assay, Rap1b-BODIPY-GDP exchange fluorescence; Potency, µM (top dose mostly 115 µM), without a hit: at the highest dose activity change, negative = inhibition, actives largely listed as inhibitors; O95398; 360,000 tested, 0.14% active;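 further: potency means the concentration at half of the fitted maximal effect; plate controls were vehicle for no effect and positive control for full effect; nearly all actives have a fitted effect of over 50% in size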
IL-2 act – IL-2 activation; IL-2 activation reporter assay, cell-based qHTS; stimulated with anti-CD3/CD4/CD28 beads; in transgenic mouse T cells; activation, % (series mostly up to about 46 µM); 360,000 tested, 0.065% active; in the data active means activation above about 50%; inconclusive means mostly about 30% to 49%; further: 0% is about no effect
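EGFP and DsRed fluorescence is measured by plate cytometry in unstimulated transgenic mouse T cells exposed to compound for 60 minutes, then stimulated 18 hours at 37 degrees C with anti-CD3/anti-CD4 beads plus anti-CD28.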
WRN inhibitor – inhibitors of human WRN helicase; 360,000 tested, 0.46% active; Q14191; Potency, µM (top dose mostly 114 µM), for the others: at the highest dose activity change, negative = inhibition, hits mostly inhibitors; WRN helicase unwinding, fluorescent forked duplex, kinetic; AID 651768; further: potency means the concentration at half of the fitted maximal effect; on the % scale 0 is the no-effect control and ±100 the full control effect; nearly all actives have a fitted effect of over 55% in size
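WRN at 20 nM final preincubated with compound 15 min at room temperature; reaction started with 100 nM fluorophore/quencher forked duplex oligonucleotide and 2 mM ATP final. Unwinding followed kinetically by red fluorescence (ex 525, em 598 nm).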
EPAC1 agonist – agonists of human EPAC1; O95398; EPAC1 agonist qHTS, biochemical assay; response scale: 100% = response to 6.5 mM cAMP; Potency, µM (highest dose often 154 µM), for inactives: at the highest dose activation, hits mostly activators; 360,000 tested, 0.073% active; further: potency means the concentration at half of the fitted maximal effect; nearly all actives have a fitted effect of over 60% in size
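Multi-concentration qHTS readout: loss of Rap1B-bound BODIPY-GDP fluorescence driven by 100 nM EPAC1 with excess GDP (50 uM), monitored kinetically at room temperature; agonist response expressed relative to 6.5 mM cAMP.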
PI5P4Ka inh – PI5P4K alpha (human) kinase inhibition | P48426 | PI5P4Kalpha enzyme, ADP-Glo luminescence, 60 min; active compounds read low | max response, % | 330,000 tested, 1.2% active | AID 652105; active means max response of -50% or lower; inconclusive means between -30% and -50%; inactive means -30% or higher; further: value at the top dose of about 77 µM; on the % scale 0 is the no-effect control and ±100 the full control effect
Target sequence (P48426 whole entry, looked up): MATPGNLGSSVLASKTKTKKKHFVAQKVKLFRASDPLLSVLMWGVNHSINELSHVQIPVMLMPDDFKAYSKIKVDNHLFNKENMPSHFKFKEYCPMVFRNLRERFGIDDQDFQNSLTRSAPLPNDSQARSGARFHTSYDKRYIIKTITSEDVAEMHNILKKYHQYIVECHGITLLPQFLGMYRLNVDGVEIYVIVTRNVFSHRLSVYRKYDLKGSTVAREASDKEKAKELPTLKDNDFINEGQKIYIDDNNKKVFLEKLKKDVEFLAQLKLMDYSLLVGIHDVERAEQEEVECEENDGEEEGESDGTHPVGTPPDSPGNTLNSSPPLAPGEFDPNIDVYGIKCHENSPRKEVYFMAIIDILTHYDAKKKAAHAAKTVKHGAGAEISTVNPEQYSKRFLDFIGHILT
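qHTS, 1536-well: enzyme/substrate mix, compound by pin tool, 5 microM ATP final; RT 60 min; ADP-Glo reagents 1 (45 min) then 2 (30 min); luminescence.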
* = called active by the depositor; ? = inconclusive; · = no result given; [ ] = another dose, or the depositor's remark. Unless noted, the call rests on the fitted dose curve; in most records, active means well fitted curve in the direction sought with a large enough effect; inconclusive means small, poorly fitted or top-dose-only effect, or another doubt; inactive means no such curve, though single readings can be large; an effect the other way counts as inactive or inconclusive. Rows are unselected; 4.1% or so of the library scored in one or more.

Values run as follows: Abeta yeast res, aSyn rescue, PLK1 PBD block, FUS yeast rescue, EPAC1 antagonist, IL-2 act, WRN inhibitor, EPAC1 agonist, PI5P4Ka inh
- CC/C(=N\NC(=O)c1ccc(-c2ccccc2)cc1)C12CC3CC(CC(C3)C1)C2
→ -17%, 0%, 0%, 18%, -20%, 0.7, -19%[57.1 µM], 0%, 2
- O=C(CSC1=NCCN1)NC(c1ccccc1)c1ccccc1
→ 12%, -1%, -25%, 0%, -2%, 0.2, -10%, -2%, 3
- CN1C(=O)C(=O)/C(=C(/O)c2ccc(Br)cc2)C1c1ccccc1F (stereo not drawn)
→ -10%, -12%, 34µM*, 18%, 17%, -0.2, 1%, 9%, -4
- COc1ccccc1C(=O)N1CC(=O)Nc2ccc(C)cc2C1c1ccc(F)cc1 (stereo not drawn)
→ -10%, 3%, -5%, 20%, -25%, 0.1, -4%, 1%, 3
- COc1ccc(-n2c(CNc3ccc(C)cc3)nnc2SCC(=O)Nc2nc(-c3ccccc3)cs2)cc1
→ -9%, -6%, -2%, 31%, 8%, -0.4, 13%, 2%, ·
- Cc1cc(N2CCOCC2)nc2ccc(NC(=O)CCC(=O)N3CCCCC3)cc12
→ 25%, -8%, 0%, 9%, 8%, -0.4, 7%, -5%, ·
- O=C(Nc1cccnc1)c1ccc(S(=O)(=O)c2ccccc2)cc1
→ -8%, 0%, 2%, 4%, -8%, -2.2, -5%[57.1 µM], -5%, 5
- Cc1ccc(C2(O)C(=O)c3ccccc3C2=O)c(O)c1C
→ -20%, -6%, -14%, 4%, -24%, -3.7, -30%, 0%, -1
- Cc1ccc(N2C(=O)c3cccc4cccc(c34)C2=O)cc1
→ -21%, -8%, -25%, -1%, -19%, -0.1, 11%[57.1 µM], 1%, -6
- Cc1ccc(C(=O)c2oc3ccc(Cl)cc3c2NC(=O)CN2CCN(C)CC2)cc1
→ ·, -1%, -1%, 31%, -7%, -0.7, -8%[11.6 µM], -6%, -2
- Cc1c(C(=O)N2CCN(C3CCS(=O)(=O)C3)CC2)oc2ccc(Cl)cc12 (stereo not drawn)
→ 14%, 7%, -6%, 9%, 3%, -4.8, -1%, 3%, -12
- Cc1cc(NC(=O)c2cccc(C(=O)Nc3cc(C)on3)n2)no1
→ -7%, -3%, -9%, ?, -8%, -2.2, -22%, -1%, 0
- COc1ccc(S(=O)(=O)N2CCC(C(=O)NC(c3nc4ccccc4[nH]3)C(C)C)CC2)cc1 (stereo not drawn)
→ -5%, 0%, -1%, -2%, 1%, 1.8, -4%, 23%, 1
- COc1ccc(-n2c3c(cc(C(=O)NC4CCSC4=O)c2=O)C(=O)CC(C)(C)C3)cc1 (stereo not drawn)
→ 11%, 3%, 4%, 24%, 9%, 0.0, -6%, 6%, ·
- O=C(O)CCC(=O)N1N=C(c2ccccc2)CC1c1ccc2c(c1)OCO2 (stereo not drawn)
→ -4%, 1%, -8%, 7%, 7%, 0.4, 11%, 11%, 0
- CCc1ccc([C@@H]2CC=C(C(=O)O)[C@H](c3ccc(C)cc3)N2S(=O)(=O)c2ccc(C)cc2)cc1
→ 2%, 1%, ?, -4%, ?, -0.5, -9%, -2%, -2
- CNc1ccc(-c2cccc(C(=O)N3CCOCC3)c2)cn1
→ 16%, -1%, -6%, -21%, 26%, 0.2, 2%, 6%, 0
- COn1c(-c2ccc(C)cc2)nc2ncccc21
→ -18%, -8%, -15%, -14%, 4%, -0.3, 7%, 9%, 6
- CCN(CC)C(=O)c1ccc(S(=O)(=O)NCc2cccnc2)cc1
→ 5%, -6%, 2%, -4%, 2%, -3.4, -12%, 7%, ·
- COc1ccc(Nc2nc(C)nc3c2oc2ccccc23)c(OC)c1
→ -2%, -4%, 3%, 9%, 0%, 0.5, -5%, 2%, -5

Limited to WRN inhibitor and EPAC1 antagonist, for some of the entries so far:
| SMILES | WRN inhibitor | EPAC1 antagonist |
| --- | --- | --- |
| COc1ccc(-n2c(CNc3ccc(C)cc3)nnc2SCC(=O)Nc2nc(-c3ccccc3)cs2)cc1 | 13% | 8% |
| O=C(Nc1cccnc1)c1ccc(S(=O)(=O)c2ccccc2)cc1 | -5%[57.1 µM] | -8% |

New compounds follow:
Values run as follows: Abeta yeast res, aSyn rescue, PLK1 PBD block, FUS yeast rescue, EPAC1 antagonist, IL-2 act, WRN inhibitor, EPAC1 agonist, PI5P4Ka inh
- CCc1nc2ccc(C(=O)NCCCN3CCN(c4ccc(F)cc4)CC3)cc2nc1CC
→ -8%, 3%, -5%, 26%, -19%, -5.5, -7%, -5%, 3
- COc1ccc2[nH]c3c(c2c1)CCN1C(=O)C(CC(=O)NCCCN(C)C)C[C@H](C(=O)N2CCCCC2)[C@@]31C (stereo partly drawn)
→ -7%, ?, -11%, -9%, -8%, -0.6, 1%, -9%, 6
- CC(C)(C)C(=O)NC(=S)NNC(=O)C(c1ccccc1)c1ccccc1
→ ?, 18µM*, ?, 24%, 1%, 0.0, 7%, -7%, 1
- CCOC(=O)N1CCN(C(=O)c2ccc(OC)c(OC)c2)CC1
→ -3%, -4%, -4%, 18%, -6%, -0.6, 0%, 9%, 3
- O=C(COC(=O)Cn1cc(C(F)(F)F)ccc1=O)Nc1ccccc1
→ -7%, 0%[1.84 µM], 5%, 0%, -4%, 0.5, 6%[11.6 µM], -7%, 6
- Cc1ccc(C2CC(c3ccco3)=NN2S(C)(=O)=O)cc1 (stereo not drawn)
→ 3%, -7%, -5%, 14%, 11%, -0.1, 2%, 10%, 5
- Cc1[nH]c2ccccc2c1C(=O)COC(=O)Cn1c(C)nc2ccccc21
→ -6%, 1%, -1%, 39%, 3%, 0.5, -4%, 9%, 8
- COc1cccc(/C=N/NC(=O)c2ccc(N3CCCC3=O)cc2)c1
→ -14%, 0%, -5%, -14%, -11%, -0.4, -4%[57.1 µM], 6%, 0
- CCc1cc(SC#N)cc(C)c1NC(=O)CCl
→ -15%, 13%, 12µM*, 8%, -2%, -0.8, -24%, 4%, 2
- O=C1N(c2cccc(Cl)c2)C(c2ccccc2)N2CCCN12 (stereo not drawn)
→ 0%, 11%, 1%, ·, -2%, -0.5, -11%, -4%, 7
- CCOc1ccc(NC(=O)CC2C(=O)N(c3cccc(OC)c3)C(=O)N2CCOC)cc1 (stereo not drawn)
→ 9%, 0%, 30µM*, 5%, -1%, 0.8, -3%, 0%, 7
- O=C(CN(Cc1ccc(F)cc1)C(=O)C1CSC(=O)C1)NC1CCCCC1 (stereo not drawn)
→ 22%, 1%, -2%, 8%, -1%, 0.4, -1%, -10%, ·
- CCOc1ccc(NC(=O)c2ccc(OC)cc2)cc1
→ 6%, -8%, 2%, 0%, 4%, -0.2, -14%, -5%, ·
- O=C(CSc1ccsc1[N+](=O)[O-])N1CCN(c2ccc(Cl)cc2)CC1
→ -8%, 2%, ?, 8%, 15%, 0.0, -9%[11.6 µM], -3%, -62*
- CCC(C)Sc1ccc(-c2nc3ccc(C)cn3c2NCc2ccccc2)cc1OC (stereo not drawn)
→ 0%, -55%[inhibitor], 0%, ?, -27%, -0.8, -13%, -1%, 6
- COc1ccc2c(c1)c(C(=O)N/N=C/c1ccc(O)c(O)c1)c(C)n2C
→ 8%, -9%, -9%, 25%, -31%, 0.3, ?, 0%, 3
- CCc1ccc(NC(=O)CS(=O)CC(=O)N2CCN(c3ccccc3F)CC2)cc1 (stereo not drawn)
→ 13%, 1%, 6%, -7%, 0%, 2.1, -8%, 5%, -7
- CSc1ncc(C(=O)Nc2cccc(Cl)c2C)c(C)n1
→ 5%, 5%, -6%, -1%, 8%, -0.5, 6%, 3%, 3
- CCOc1ccc(N2C(=O)CC(Sc3ncccn3)C2=O)cc1 (stereo not drawn)
→ 16%, -2%, -10%, 3%, -1%, -2.0, -4%, -4%, 0
- O=C(CCN1C(=O)C2C3C=CC(C3)C2C1=O)Nc1c(F)cccc1F (stereo not drawn)
→ 3%, -3%, -16%, 1%, -3%, 0.4, ?, 8%, 3

Full records as entered above.
Results for CCOc1ccc(N2C(=O)CC(Sc3ncccn3)C2=O)cc1 (stereo not drawn) → Abeta yeast res = 16%; aSyn rescue = -2%; PLK1 PBD block = -10%; FUS yeast rescue = 3%; EPAC1 antagonist = -1%; IL-2 act = -2.0; WRN inhibitor = -4%; EPAC1 agonist = -4%; PI5P4Ka inh = 0
Results for O=C(CSc1ccsc1[N+](=O)[O-])N1CCN(c2ccc(Cl)cc2)CC1 → Abeta yeast res = -8%; aSyn rescue = 2%; PLK1 PBD block = ?; FUS yeast rescue = 8%; EPAC1 antagonist = 15%; IL-2 act = 0.0; WRN inhibitor = -9%[11.6 µM]; EPAC1 agonist = -3%; PI5P4Ka inh = -62*
Results for CCOc1ccc(NC(=O)CC2C(=O)N(c3cccc(OC)c3)C(=O)N2CCOC)cc1 (stereo not drawn) → Abeta yeast res = 9%; aSyn rescue = 0%; PLK1 PBD block = 30µM*; FUS yeast rescue = 5%; EPAC1 antagonist = -1%; IL-2 act = 0.8; WRN inhibitor = -3%; EPAC1 agonist = 0%; PI5P4Ka inh = 7

The list continues.
smiles,Abeta yeast res,aSyn rescue,PLK1 PBD block,FUS yeast rescue,EPAC1 antagonist,IL-2 act,WRN inhibitor,EPAC1 agonist,PI5P4Ka inh
Clc1ccc(OCCN2CCCCC2)cc1Cl,-6%,-5%,-3%,·,-5%,0.0,10%,-3%,5
O=C(N/N=C/c1ccc([N+](=O)[O-])s1)c1ccccc1,19%,-5%,-9%,?,-13%,-1.4,-28%,-3%,1
O=S(=O)(NCC(c1ccco1)N1CCc2ccccc2C1)c1ccc(F)cc1 (stereo not drawn),-4%,1%,2%,16%,-18%,-0.3,-4%,6%,-1
C[C@H](NC(=O)[C@@H]1CSC2c3ccccc3C(=O)N21)C(=O)NCCc1ccc(F)cc1 (stereo partly drawn),4%,-2%,-19%,8%,-20%,-0.4,-7%,-5%,3
